A549 viability: A549 cytotoxicity, counter-screen for Nrf2 inhibitors | actives 0.16% (n = 390,000) | AID 504648 | A549 ARE-Fluc cells, CellTiter-Fluor viability, 18-24 h | Potency, µM (highest dose often 46 µM), without a hit: at the highest dose activity change, negative = cytotoxicity, usual class: inhibitors; also: potency is read from the fitted curve at half-maximal effect; % is scaled to controls: 0 for no effect and ±100 for the full control effect
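A549 ARE_Fluc cells in 5% FBS OPTI-MEM were exposed to compounds in concentration-response for 18-24 h at 37 deg C. Viability was read by CellTiter-Fluor fluorescence (Ex 405/Em 525) after 30 min, before the luciferase read.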
EPAC2 ag: EPAC2 (human) agonism. EPAC2 activation, biochemical qHTS; response scale: 100% = 6.5 mM cAMP response. AID 720711. Q8WZA2. Potency, µM (titrated, usually from 154 µM), for the others: top-dose activation, hits mostly activators. actives 0.079% (n = 360,000); also: potency is read from the fitted curve at half-maximal effect; nearly all actives have a fitted effect of over 50% in size
Target sequence (Q8WZA2 whole entry, looked up): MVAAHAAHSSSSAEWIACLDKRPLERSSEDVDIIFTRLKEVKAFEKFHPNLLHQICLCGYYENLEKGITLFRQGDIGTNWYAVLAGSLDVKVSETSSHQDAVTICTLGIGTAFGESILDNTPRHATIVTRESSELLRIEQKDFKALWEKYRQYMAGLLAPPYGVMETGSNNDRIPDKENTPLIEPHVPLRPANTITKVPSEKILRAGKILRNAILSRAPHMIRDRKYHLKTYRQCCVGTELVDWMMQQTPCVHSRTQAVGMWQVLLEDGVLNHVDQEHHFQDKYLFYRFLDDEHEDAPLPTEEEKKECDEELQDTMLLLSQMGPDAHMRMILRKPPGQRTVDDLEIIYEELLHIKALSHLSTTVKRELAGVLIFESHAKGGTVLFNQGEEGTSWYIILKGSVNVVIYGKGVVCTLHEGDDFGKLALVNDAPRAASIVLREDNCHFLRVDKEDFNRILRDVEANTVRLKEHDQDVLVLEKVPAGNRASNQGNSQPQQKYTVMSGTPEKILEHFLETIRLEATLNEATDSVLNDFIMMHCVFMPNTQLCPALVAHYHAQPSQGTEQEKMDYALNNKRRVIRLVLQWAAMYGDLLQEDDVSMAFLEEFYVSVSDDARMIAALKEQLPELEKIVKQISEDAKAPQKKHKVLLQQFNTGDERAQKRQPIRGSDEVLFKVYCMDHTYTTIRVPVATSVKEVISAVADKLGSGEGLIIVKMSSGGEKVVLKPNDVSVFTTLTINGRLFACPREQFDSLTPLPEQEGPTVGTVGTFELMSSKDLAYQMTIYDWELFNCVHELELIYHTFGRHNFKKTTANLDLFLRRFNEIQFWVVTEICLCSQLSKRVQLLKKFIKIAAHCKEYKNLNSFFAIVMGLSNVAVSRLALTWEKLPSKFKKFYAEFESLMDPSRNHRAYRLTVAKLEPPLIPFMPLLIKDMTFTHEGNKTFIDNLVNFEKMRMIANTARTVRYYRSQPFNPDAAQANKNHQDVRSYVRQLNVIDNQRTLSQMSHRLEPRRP
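Each well held 100 nM EPAC2, 250 nM RAP1B-BODIPY-GDP and 50 uM GDP. Fluorescence, read at 5-min intervals to 30 min, was referenced to a 6.5 mM cAMP positive control.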
EPAC2 antagonist: blocks human EPAC2 exchange factor; Q8WZA2; actives 0.18% (n = 360,000); Potency, µM (top dose mostly 114 µM), inactives show at the highest dose activity, negative = inhibition, actives largely listed as inhibitors; EPAC2 GEF exchange of Rap1B-BODIPY-GDP, fluorescence; also: potency is read from the fitted curve at half-maximal effect; % is scaled to controls: 0 for no effect and ±100 for the full control effect; nearly all actives have a fitted effect of over 45% in size; many of its hits are not listed in these tables
Nrf2 inh: Nrf2 pathway inhibition | A549 ARE-Fluc reporter, luciferase luminescence, 18-24 h | actives 2.1% (n = 360,000) | Potency, µM (series often up to 46 µM), for the others: at the top dose activity change, negative = inhibition, usual class: inhibitors; also: potency is read from the fitted curve at half-maximal effect; % is scaled to controls: 0 for no effect and ±100 for the full control effect; nearly all actives have a fitted effect of over 60% in size
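In this cell-based qHTS, ARE-driven firefly luciferase in A549 cells reports Nrf2 activity; the luminescent signal after BugLite lysis is the measured value, with a prior CellTiter-Fluor read for cell health.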
CCT chaperon mod: changes cytosolic chaperonin activity; purified chaperonin ATPase assay, HTRF ADP detection, 30 min; activity change, % (no concentration beside the values), hits read low; actives 0.3% (n = 360,000); in the data active = activity change below about -30%; also: % is scaled to controls: 0 for no effect and ±100 for the full control effect
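First, chaperonin was dispensed at 40 nM or 20 nM final depending on batch activity. Next, compounds were pinned at 76 uM and ATP added at 10 uM. After 30 min at 37 °C, ADP detection reagents ran 30 min at ambient temperature.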
Nrf2 ARE act: activators of Nrf2 (ARE) signaling; Potency, µM (highest dose often 46.1 µM), for inactives: top-dose activation, hits mostly activators; AREc32 ARE-luciferase reporter (MCF7-derived line), luminescence, 24 h; actives 0.31% (n = 410,000); also: potency is read from the fitted curve at half-maximal effect; % of control where 0% means no effect; nearly all actives have a fitted effect of over 65% in size
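Quantitative high-throughput format: AREc32 reporter cells, 1000 per well, received compound by pin transfer and were incubated 24 hr at 37 deg C, 5% CO2, before Steady-Glo luminescence detection.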
MmCpn inh: inhibitors of Methanococcus maripaludis chaperonin (MmCpn). purified Mm-Cpn ATPase, ADP Transcreener TR-FRET. Potency, µM (doses to about 76.9 µM), without a hit: at the top dose activity, negative = inhibition, actives largely listed as inhibitors. AID 504842. actives 0.031% (n = 330,000); also: potency is read from the fitted curve at half-maximal effect; % is scaled to controls: 0 for no effect and ±100 for the full control effect; nearly all actives have a fitted effect of over 80% in size
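Eu-cryptate anti-ADP/ADP-d2 competition gives a ratio inversely related to ADP. Enzyme at 25 nM was pre-exposed to compound for 10 min, then given 10 uM ATP for 30 min, 37°C throughout.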
TGFb SMAD3 inh: inhibitors of TGF-b signaling; HepG2 CAGA-GFP TGF-b/SMAD3 reporter, GFP fluorescence, 18 h; TGF-beta stimulated, 500 pg/mL final; actives 1.2% (n = 410,000); Potency, µM (series often up to 46.1 µM), for the others: at the top dose activity, negative = inhibition, hits mostly inhibitors; also: potency is read from the fitted curve at half-maximal effect; % is scaled to controls: 0 for no effect and ±100 for the full control effect; nearly all actives have a fitted effect of over 65% in size
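Read-out: total well GFP (ex488/em500-530) summed from mean per-cell fluorescence. Cells: HEPG2 CAGA-GFP, 1% FBS DMEM, 18 h at 37 degrees C with 500 pg/mL final TGF-beta. Unstimulated wells served as the full-inhibition control; stimulated DMSO wells = 0%.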
pAkt inh: Akt phosphorylation inhibition; Neuro2A IGF-stimulated pAkt S473 HTRF, 20 min; hits give low values; activity change, % for hits at 50 µM; actives 0.32% (n = 360,000); in the data active = activity change below about -80%; inconclusive = mostly about -51% to -80%; also: % is scaled to controls: 0 for no effect and ±100 for the full control effect
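Neuro2A cells (4,500/well, DMEM with 0.5% FBS) were treated with compound at a single 50 µM final concentration, stimulated with 6 nM IGF for 20 min at 37 °C, and lysed. Phospho-Akt Ser473 was read by HTRF as 665/615 ratio ×10^4.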
* hit, by the source's call; i = inactive; ? = inconclusive; · = not tested or not shown; & = joins results of further samples; [ ] = remark or other dose. Unless noted, calls follow the shape of the dose curve; as a rule, active = well fitted curve in the direction sought with a large enough effect; inconclusive = small, poorly fitted or top-dose-only effect, or another doubt; inactive = no such curve, though single readings can be large; an effect the other way counts as inactive or inconclusive. This is a subset. The share of hits here may be higher or lower than overall.

SMILES	A549 viability	EPAC2 ag	EPAC2 antagonist	Nrf2 inh	CCT chaperon mod	Nrf2 ARE act	MmCpn inh	TGFb SMAD3 inh	pAkt inh
OCc1c(OCc2cccc(F)c2)ccc2ccccc12	0%	12%	?	?	-0.4	17%	-1%	-19%	i
COc1cccc(NC(=O)c2ccc(NC(C)=O)cc2)c1	-2%	0%[15.6 µM]	-6%	?	1.5	2.6%	1%	?	·
COc1ccc(-n2nnnc2C2c3ccccc3C(=O)N2C2CCN(Cc3ccccc3)CC2)cc1 (stereo not given)	·	4%	-5%	·	-1.5	-0.7%	·	·	i
CC(CCc1ccccc1)NC(=O)CNC(=O)c1ccccc1Br (stereo not given)	1%	-4%	4%	-3%	0.2	0.0%	1%	-3%	i
CC#CCOCC1CNC(=O)O1 (stereo not given)	·	2%	2%	·	0.3	2.6%	·	1%	i
CCOc1ccc(CN(C(=O)/C=C/c2ccco2)C2CCS(=O)(=O)C2)cc1 (stereo not given)	0%	-4%	10%	0%	1.0	5.2%	0%	13%	i
O=C(c1ccco1)N1CCCC(c2nc3c(nnn3Cc3ccc(F)cc3)c(=O)[nH]2)C1 (stereo not given)	1%	7%	0%	10%	-0.6	0.2%	2%	9%	i
O=C(O)c1cccc(S(=O)(=O)N2CCN(S(=O)(=O)c3ccc4ccccc4c3)CC2)c1	-5%	2%	-1%	8%	-5.8	-0.5%	1%	1%	i
Cc1cccc(OCC(O)Cn2c(=N)n(Cc3ccccc3)c3ccccc32)c1 (stereo not given)	0%	11%	-4%	-3%	-0.6	-2.4%	0%	?	i
CCC1CCCCN1S(=O)(=O)c1ccc2c(c1)CCN2C(=O)C1CCC1 (stereo not given)	0%	2%	-4%	-19%	-4.5	0.5%	2%	2%	i
COc1ccc(NC(=O)CSc2ccc(-c3ccco3)nn2)cc1OC	-16%	1%	6%	-18%	-2.4	?	1%	0%	i
Cc1nc2c(cc1N)nc(C)n2Cc1ccccc1	-16%	11%	-3%	-13%	-3.0	2.1%	-3%	-4%	i
C#CCOc1ccc(/C=C2/C(=O)N(c3ccc(S(N)(=O)=O)cc3)N=C2C)cc1OC	·	9%	19%	·	-2.6	-0.1%	·	-12%	i
Cc1cc(C)n2nc(CNS(=O)(=O)c3cccc(Cl)c3)nc2n1	0%	·	·	-4%	·	-0.3%	·	20%	·
COc1ccc2c(CC(=O)N3CCN(S(=O)(=O)c4ccc(F)cc4)CC3)coc2c1	1%	8%	-12%	-9%	-1.9	0.5%	-1%	-11%	i
Cc1ccc(CNC(=O)C2CCN(S(=O)(=O)c3ccc4nc5c(c(C(=O)O)c4c3)CC(C)CC5)CC2)cc1 (stereo not given)	-5%&-2%	3%	12%	6%&10%	-2.7	0.0%&0.2%	0%	-1%&-2%	·
CCOc1ccc(CCNC(=O)CN(C)S(=O)(=O)c2cccc3nsnc23)cc1OCC	8%	-2%	12%	6%	1.5	0.0%	1%	-14%	i
Cc1cccc(N(C(=O)c2snc(C(N)=O)c2N)C(C(=O)NCc2ccccc2)c2ccncc2)c1 (stereo not given)	-15%	3%	-7%	23µM*	0.7	0.3%	-13%	?	i
NS(=O)(=O)c1cccc(NC(=S)NCc2ccccc2)c1	2%	2%	-2%	11%	-0.7	0.1%	0%	-1%	i
O=C(CN1C(=O)N/C(=C\c2ccccc2OCc2ccc(C(=O)O)cc2)C1=O)Nc1ccc(F)cc1	?	3%	-6%	4%	0.6	-0.6%	-3%	14%	i
CCn1cc(CNC(=O)c2cc([N+](=O)[O-])c(C)c([N+](=O)[O-])c2)cn1	1%	-6%	-14%	-7%	1.1	-0.6%	2%	12%	i
CC(=O)OCCCCCCCCCCC[N+]1(C)CCCCC1	-5%	-1%	-7%	-11%	-2.1	0.3%	0%	3%	i
O=C(Nc1ccc(SC(F)F)cc1)c1ccc2nccnc2c1	-19%	8%	18%	-12%	0.3	4.1%	-5%	-4%	i
O=C(Nc1cc(S(=O)(=O)N2CCOCC2)ccc1O)c1ccc2c(c1)S(=O)(=O)c1ccccc1C2=O	-11%	-1%	2%	-1%	-9.7	0.8%	0%	-7%	i
O=C(CCc1nc2ccccc2[nH]1)Nc1ccc2c(c1)OCCO2	5%	-7%	0%	2%	1.9	0.0%	0%	2%	i

An excerpt from above in order of molecular weight, low to high.
SMILES	A549 viability	EPAC2 ag	EPAC2 antagonist	Nrf2 inh	CCT chaperon mod	Nrf2 ARE act	MmCpn inh	TGFb SMAD3 inh	pAkt inh
O=C(CCc1nc2ccccc2[nH]1)Nc1ccc2c(c1)OCCO2	5%	-7%	0%	2%	1.9	0.0%	0%	2%	i
CCn1cc(CNC(=O)c2cc([N+](=O)[O-])c(C)c([N+](=O)[O-])c2)cn1	1%	-6%	-14%	-7%	1.1	-0.6%	2%	12%	i
O=C(c1ccco1)N1CCCC(c2nc3c(nnn3Cc3ccc(F)cc3)c(=O)[nH]2)C1 (stereo not given)	1%	7%	0%	10%	-0.6	0.2%	2%	9%	i
CCOc1ccc(CCNC(=O)CN(C)S(=O)(=O)c2cccc3nsnc23)cc1OCC	8%	-2%	12%	6%	1.5	0.0%	1%	-14%	i
O=C(CN1C(=O)N/C(=C\c2ccccc2OCc2ccc(C(=O)O)cc2)C1=O)Nc1ccc(F)cc1	?	3%	-6%	4%	0.6	-0.6%	-3%	14%	i

(continued)
SMILES	A549 viability	EPAC2 ag	EPAC2 antagonist	Nrf2 inh	CCT chaperon mod	Nrf2 ARE act	MmCpn inh	TGFb SMAD3 inh	pAkt inh
Fc1ccc(-c2ccnn2-c2ccccc2)cc1	1%	10%	?	?	1.4	0.1%	1%	-8%	i
C=CCNC(=O)CN1CCC(n2nnc3cc(C(F)(F)F)ccc32)CC1	5%	5%	1%	-17%	-2.0	0.1%	1%	1%	i
Cc1cccc(N2CCN(C(=O)CCNS(=O)(=O)c3ccc4c(c3)oc(=O)n4C)CC2C)c1 (stereo not given)	1%	-3%	3%	-10%	-0.2	-0.4%	0%	-1%	i
CN(C(=O)COC(=O)c1ccccc1SCC(=O)N1CCCC1)c1ccccc1	-14%	-3%	-4%	0%	-1.4	-0.1%	1%	7%	i
CC(C)C(=O)Nc1cc(S(=O)(=O)Nc2ccc(Cl)cc2)ccc1Cl	-15%	6%	0%	?	-0.4	-0.5%	-1%	?	i
CC1(C)CC(NC(=O)c2ccc(Cl)c(S(=O)(=O)N(Cc3ccccc3)c3ccccc3)c2)CC(C)(C)N1	-22%	-1%	-3%	19%	2.5	-0.1%	1%	?	i
CCOc1cc(C2C(C(=O)c3ccc(C)o3)=C(O)C(=O)N2CCc2ccccc2)ccc1O (stereo not given)	-14%	-2%	-2%	-14%	-0.9	0.5%	0%	-5%	i
Cc1ccc(N(C(=O)CNC(=O)c2ccco2)C(C(=O)NC2CCCC2)c2ccncc2)cc1 (stereo not given)	-14%	7%	17%	-4%	-1.7	1.0%	-3%	18%	i
NC(=O)c1nsc(C(=O)N(Cc2cccnc2)C(C(=O)NC2CCCCC2)c2ccc(F)cc2)c1N (stereo not given)	2%	3%	-10%	15%	-1.1	-0.2%	0%	-11%	i
CC(C)Cc1nn2c(=O)cc(COC(=O)c3ccc4c(c3)OCO4)nc2s1	5%	·	·	13%	·	0.3%	·	?	·
Cn1c(=O)c(C(=O)COc2ccc(F)cc2Cl)c(N)n(Cc2ccccc2)c1=O	6%	12%	-5%	?	0.4	0.0%	0%	-21%	i
O=C(Cn1ccc2ccccc2c1=O)NCCC(=O)N1CCN(C(=O)c2ccco2)CC1	2%	0%	-4%	7%	-3.7	0.3%	·	9%	i
COCCCNC(=O)Cn1c(=O)n(CCCC(=O)NCc2ccc(C)cc2)c(=O)c2ccccc21	-2%	·	·	1%	·	-0.3%	·	-2%	·
CCOC(=O)c1ccc(NC(=O)c2cc(=O)c3cc(CC)ccc3o2)cc1	-4%	·	·	6%	·	-0.3%	·	-8%	·
O=C(CSc1ccccc1)Nc1ccccc1C(=O)N1CCCC1	18%	17%	-3%[57.1 µM]	18%	-0.4	-0.6%	-1%	23%	i
Cc1nc2nc(-c3ccc(Cl)cc3)[nH]n2c(=O)c1Cc1ccccc1	-16%	-7%	?	3%	-1.4	5.2%	-4%	-4%	i
CCn1c(SCC(=O)NCc2ccco2)nc2c1c(=O)n(C)c(=O)n2C	15%	12%	2%	3%	-0.7	0.2%	0%	-9%	i
COC(=O)c1cc(S(=O)(=O)N2CCN(c3ccc(C)cc3C)CC2)cn1C	2%	·	·	?	·	0.4%	·	-1%	·
CCCCCn1c(CCNC(=O)c2ccc(F)cc2)nc2ccccc21	1%	·	·	7%[9.27 µM]	·	1.0%	·	?	·
COc1ccccc1CN1CCN(S(=O)(=O)c2ccccc2)CC1	1%	8%	-2%	-11%	1.8	-0.7%	2%	-4%	i
CCC1(C)Cc2c(sc3nc(SC)nc(NCCN(C)C)c23)CO1 (stereo not given)	-2%	1%	2%	-2%	-0.2	-0.2%	-2%	1%	·
O=C(NC1CC1)C1=C[C@@H](c2ccccc2)C[C@@H](OCc2ccc(CO)cc2)O1	-1%	1%	-11%	1%	0.6	-0.3%	1%	?	i
Cc1cccc(CCN2C(N(C)C)=NC[C@@H]2CC(C)C)c1	0%	16%	1%	-10%	-0.4	-1.2%	-2%	-11%	i
Nc1nonc1OCCc1ccccc1	-4%	16%	0%	?	-1.1	-0.2%	3%	0%	i
CCN(CC)S(=O)(=O)c1ccc(N2C(=O)CC2(/C=C/c2ccccc2)C(=O)NC2CCCC2)cc1 (stereo not given)	0%	-4%	-7%	2%	-3.6	0.1%	0%	4%	i
